P. falciparum M17LAP: P. falciparum M17LAP inhibitors, primary screen, biochemical, fluorogenic H-Leu-NHMec substrate, 1536-well (AID 1619); recombinant M17LAP, H-Leu-NHMec fluorogenic kinetic assay; higher % means a stronger effect; inhibition, % at 30 µM, or IC50 in µM where a hit was titrated; actives 0.38% (n = 220,000);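 active = compound inhibiting the enzyme by more than half at any dose during confirmatory dose-response retesting; inconclusive = strong single-dose inhibitors picked by rank but not retested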;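 note: plate controls were full reaction with DMSO carrier for no effect and no enzyme background for full effect; strong numbers were not always called active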
M1AAP inhibition: malaria alanyl aminopeptidase activity blockers – biochemical, fluorogenic H-Leu-NHMec substrate, 1536-well (AID 1445); recombinant M1AAP, H-Leu-NHMec fluorogenic kinetic assay; higher % means a stronger effect; inhibition, % at 30 µM; hits with a dose series show IC50 in µM; actives 0.42% (n = 220,000);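 active = primary inhibition above the hit cutoff, then over 50% inhibition at one or more dose response concentrations, cut at about 23% in these data, passing the limit was not always enough; inconclusive = conflicting primary data, or primary hits not chosen for dose response; inactive = low primary inhibition, or under 50% at every dose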;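 note: plate controls were DMSO full reaction for no effect and no enzyme background for full effect; strong numbers were not always called active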
TNAP activators: human TNAP enzyme activators, primary screen, biochemical, luminescent, no phosphate acceptor, uHTS (AID 1001); purified TNAP, luminescent activation assay, no phosphate acceptor; higher activation fold means a stronger effect; activation fold at 20 µM; hits with a dose series show EC50 in µM; actives 0.03% (n = 200,000); in the data active = activation fold from about 3, or a potency from the dose series; inactive = the rest, 99 in 100 with activation fold below about 1.6; note: many of its hits are not listed in these tables
UTI89 phage lysis: protection from phage-mediated lysis, alamar blue read-out – E. coli UTI89, K1F phage, bacterial capsule biogenesis inhibitors (AID 488966); E. coli UTI89 K1F phage lysis, alamar blue, 2 h; higher % means a stronger effect; inhibition, % at 100 µM; hits with a dose series show IC50 in µM; actives 0.02% (n = 340,000);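 active = phage lysis inhibition, versus mean bacterial control, above a set limit; inconclusive = no clear call, values can overlap the other calls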;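 note: capsule biogenesis inhibitors block K1F phage lysis so surviving cells raise fluorescence; higher fluorescence means more inhibition of phage lysis; actives were called in the ten point dose series up to 300 µM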
West Nile virus CPE: inhibition of WNV-induced cytopathic effect – cell-based, CPE readout (AID 1621); actives 0.02% (n = 290,000); CPE inhibition, % at 10 µM, or IC50 in µM where a hit was titrated; West Nile virus-infected cells, CPE inhibition; higher % means a stronger effect; in the data active = a potency from the dose series; inconclusive = CPE inhibition mostly from about 3.7% at the one dose, without a potency; inactive = the rest, 99 in 100 with CPE inhibition below about 2.2%; note: strong numbers were not always called active
RSV antiviral HEp-2: inhibition of RSV-induced cytopathic effect – HEp-2 cells, primary 10 µM value included (AID 2391) | HEp-2 cells, RSV-induced CPE inhibition; higher % means a stronger effect | CPE inhibition, % at 10 µM, or IC50 in µM where a hit was titrated | actives 0.13% (n = 310,000); in the data active = a potency from the dose series; inconclusive = CPE inhibition mostly from about 23% at the one dose, without a potency; inactive = the rest, 99 in 100 with CPE inhibition below about 21%; note: strong numbers were not always called active
T cell HTS: T cell immune modulators affecting CD8 T cell-vesicle binding | 2C CD8+ T cell-vesicle binding, flow cytometry; active compounds read low | calls only at 7 µM | actives 0.068% (n = 330,000);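 active = response, share of CD8 T cells binding vesicles, and their 90th percentile fluorescence all below set limits, cut at about 80% in these data, passing the limit was not always enough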
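Read-out – percent CD8+ FL2 mean versus row control · System – murine 2C transgenic CD8+ T lymphocytes · Times – 1.5 h cell–vesicle binding at 37 °C, then 20 min icy labelling · Control set – naked vesicles low, QL9 vesicles with vehicle high · Detection – cytometric PE anti-B7-1 and Alexa647 anti-CD8 signals after 1% paraformaldehyde fixation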
PMI inhibition: human PMI inhibitors, high substrate, primary screen, biochemical, fluorescence intensity, high mannose 6-phosphate (AID 1220). recombinant PMI enzyme, coupled fluorescence intensity; higher % means a stronger effect. inhibition, % at 20 µM, or IC50 in µM where a hit was titrated. actives 0.66% (n = 190,000)
human PMI inhibition: inhibitors of human PMI, primary screen, biochemical, fluorescence intensity, coupled assay (AID 1209) | purified PMI enzyme, coupled fluorescence intensity; higher % means a stronger effect | inhibition, % at 20 µM, or IC50 in µM where a hit was titrated | actives 0.42% (n = 190,000);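 note: plate controls were DMSO vehicle for no effect and wells lacking substrate for full effect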
T cell HTS vesicle-bound %: second read-out of T cell HTS, no call of its own (marks repeat the call); double positive events, %; measured here: CD8+ vesicle-bound cell fraction;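 binding gate set so that unloaded-vesicle control wells show 10% double positive cells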
* = called active by the depositor; i = inactive; ? = inconclusive; . = not tested or not shown; [ ] = remark or other dose. Cut-off read from the data, not from the text of the source, unless noted: active = inhibition above about 50%; inactive = the rest. Compounds as they come, and some 1.5% of all compounds hit somewhere here.

SMILES	P. falciparum M17LAP	M1AAP inhibition	TNAP activators	UTI89 phage lysis	West Nile virus CPE	RSV antiviral HEp-2	T cell HTS	T cell HTS vesicle-bound %	PMI inhibition	human PMI inhibition
Cc1occc1-c1nnc(SCC(=O)Nc2ccc(F)cc2)n1C	.	.	.	1.0%	1.2%	2.3%	i	14	.	.
COC(=O)c1ccc(NC(=O)C2CCCN2S(=O)(=O)c2ccc(F)cc2)cc1 (stereo not drawn)	-16%	-11%	1.1	2.0%	1.3%	4.1%	i	39	1%	2%
COC(=O)Cn1ncc(N2C3CC(CC(C)(C)C3)C2C)c(Cl)c1=O (stereo not drawn)	6%	2%	1	1.0%	-0.5%	0.8%	i	4	8%	4%
CCCN(CCC)S(=O)(=O)c1ccc(C(=O)Nc2ccc(S(=O)(=O)Nc3nnc(CC)s3)cc2)cc1	.	.	.	-0.9%	0.6%	3.4%	i	53	.	.
Cc1ccnc2nc(C(=O)OCC(=O)Nc3ccccc3C(C)(C)C)nn12	1%	7%	1	-0.5%	0.9%	-0.6%	i	4	-1%	-13%
CCCCn1c(=O)[nH]c(=O)c2c1nc(COC(=O)c1c(C)noc1C)n2CCC	-3%	3%	1.1	0.0%	-0.2%	1.6%	i	31	11%	10%
Cc1ccc2c(c1)C(c1ccncc1)=NNC(c1ccccc1)=N2	4%	-5%	1	-0.8%	-0.4%	0.7%	i	31	8%	6%
COc1cccc2oc3cc(C#CC4(O)CCCCC4)ccc3c(=O)c12	.	.	.	-0.5%	-0.1%	7.3%	i	55	.	.
Cn1c(SCC(=O)N/N=C/C=C/c2ccccc2[N+](=O)[O-])nc2ccccc21	4%	3%	1.1	1.1%	0.9%	1.7%	i	47	9%	24%
CC(C)CNC(=O)c1cccc(NC(=O)COc2ccc([N+](=O)[O-])cc2)c1	0%	3%	1.1	4.0%	-0.1%	0.2%	i	56	-10%	2%
NNC(=S)NC1CCCCC1	-3%	8%	1.1	-0.2%	-0.5%	2.0%	i	10	-4%	0%
Cc1cc(C)c(C#N)c(SCc2cn3ccccc3n2)n1	-9%	2%	1.1	1.6%	-0.3%	7.1%	i	51	-20%	-8%
CCOC(=O)c1cc2c(=O)n3ccccc3nc2n(CC2CCCO2)c1=NC(=O)/C=C/c1ccccc1 (stereo not drawn)	-4%	3%	1	0.2%	-0.5%	9.5%	i	11	10%	10%
COc1ccccc1C(C(=O)NC1CCCCC1)N(C(=O)c1csnn1)C1CC1 (stereo not drawn)	.	.	.	0.9%	-1.1%	0.7%	i	10	.	.
Cc1nn(-c2ccccc2)c(Cl)c1/C=N/Nc1nc2ccccc2n1C	-6%	11%	1.1	0.0%	-1.2%	?	i	24	-8%	-9%
COC(=O)c1ccc2c(c1)NC(=O)C(N1CCCC1)S2 (stereo not drawn)	-3%	5%	1.1	0.6%	-0.6%	-0.8%	i	15	-2%	0%
Cc1ccc(NC(=O)COC(=O)CCc2ccc(S(=O)(=O)N3CCOCC3)cc2)c(C)c1	-2%	5%	1.1	4.1%	-0.3%	2.0%	i	17	4%	-4%
CC1CCN(c2ccc3nnc(CCC(=O)N4CCCCC4)n3n2)CC1	.	.	.	1.2%	0.5%	1.9%	i	19	.	.
Cc1ccc(C(=O)N2CCCC2)cc1S(=O)(=O)N1CCCCC1	.	.	.	1.4%[50 µM]	-0.3%	3.4%	i	8	.	.
CCOc1ccc(S(=O)(=O)NCCCN2CCOCC2)cc1	-8%	2%	1.1	5.9%	-0.6%	3.4%	i	42	-1%	3%
CCOC(=O)c1ccc(NC(=O)CN2C(=O)C3C4C=CC(C4)C3C2=O)cc1 (stereo not drawn)	29%	-1%	1.1	-1.0%	-0.1%	1.9%	i	34	8%	12%
CCn1c(CNC(=O)c2ccccc2F)nnc1SCC(=O)NC1CCCCC1C (stereo not drawn)	-1%	4%	1.1	0.3%	-0.3%	0.6%	i	16	-12%	-5%
Cc1c(Cl)cccc1Nc1ncccc1C(=O)OCC(O)CO (stereo not drawn)	-8%	-1%	.	.	0.4%	0.7%	i	58	.	.
O=C(c1ccc(N2CCCC2=O)cc1)N1CCN(c2ccccc2)CC1	-15%	-6%	1.1	4.6%	0.1%	1.3%	i	36	3%	-6%
CCN(CCCNC(=O)Cn1ncc2c([nH]c3ccc(C)cc32)c1=O)Cc1ccccc1	.	.	.	2.2%	-1.1%	-0.9%	i	7	.	.

The list continues:
SMILES	P. falciparum M17LAP	M1AAP inhibition	TNAP activators	UTI89 phage lysis	West Nile virus CPE	RSV antiviral HEp-2	T cell HTS	T cell HTS vesicle-bound %	PMI inhibition	human PMI inhibition
Cc1cccc(OCc2n[nH]c(=S)o2)c1	-11%	-3%	1.1	0.4%	0.3%	1.1%	i	53	-10%	-20%
CCOC(=O)C1=C(C)N(c2ccc(C)cc2)C(=O)/C1=C\c1cccs1	6%	-4%	1	1.9%	-0.7%	-0.3%	i	62	8%	11%
COc1ccc2c(C)cc(=O)oc2c1C	-11%	7%	1	-0.3%	-0.1%	1.8%	i	52	-12%	-16%
O=C(CCCSc1nc2ccccc2[nH]1)NCc1ccccc1F	6%	7%	1.1	1.5%	-0.9%	-0.9%	i	59	0%	3%
O=C(Nc1ccc(C(=O)N2CCOCC2)cc1)c1cnn2c(C(F)F)cc(-c3ccccc3)nc12	8%	2%	1.1	2.7%	0.0%	-0.4%	i	37	9%	14%
CCOc1ccccc1C(=O)Nc1cccc(-c2ccc3nncn3n2)c1	-1%	-2%	1	-0.1%[50 µM]	0.4%	4.7%	i	41	0%	10%
C/C(=N/N=C/c1ccc(N(C)C)cc1)c1ccccc1	5%	8%	1.1	4.6%	1.1%	2.2%	i	49	-11%	-12%
Cc1ccc(Nc2cc(C)c(O)c(C)c2)cc1	.	.	.	-0.8%	-0.7%	1.4%	i	28	.	.
CC(/C=N/Nc1nnc2c(n1)[nH]c1ccccc12)=C\c1ccco1	10%	2%	1	1.5%	-0.4%	0.1%	i	16	-53%	-31%
Cc1cc(Cl)c2oc(C(=O)NC(C)c3ccncn3)c(C)c2c1 (stereo not drawn)	.	.	.	-0.1%	-0.1%	3.0%	i	20	.	.
CCOC(=O)C1=C(COC(=O)/C=C/c2cccc(OC)c2OC)NC(=O)NC1C (stereo not drawn)	.	.	.	1.2%	1.9%	0.9%	i	34	.	.
N#Cc1cc(S(=O)(=O)c2ccccc2)c(N)[nH]c1=O	6%	11%	1.1	0.8%	0.0%	0.7%	i	24	9%	8%
CSc1ccc(Cl)c(C(=O)NC2CCCC2)c1	-2%	2%	1.1	-0.7%	0.3%	1.0%	i	3	2%	9%
Cc1nnc(SCC(=O)N2CCc3ccccc3C2)s1	11%	-4%	1.1	0.4%	0.6%	2.7%	i	27	2%	-1%
Cc1ccc2c(COn3nnc4ccc(S(=O)(=O)N(C)C)cc43)cc(=O)oc2c1C	8%	-1%	1.1	.	0.8%	.	.	.	1%	9%
COc1ccccc1CCc1nnc(CCC(=O)NCC(C)Oc2cccnc2)o1 (stereo not drawn)	-1%	-5%	1.1	0.0%	0.3%	1.0%	i	54	-6%	2%
C/C(=N\NC(=O)c1cc(-c2ccc(C)s2)[nH]n1)c1ccco1	20%	3%	2	-0.1%	-0.6%	7.5%	i	34	3%	14%
CCC(=O)N(Cc1cc(=O)[nH]c2ccccc12)c1ccccc1	5%	1%	.	-0.4%[50 µM]	-0.2%	4.1%	i	50	.	.
CCCNC(=O)C12CCC(C)(C(=O)C1Br)C2(C)C (stereo not drawn)	-9%	4%	1.1	1.6%	0.1%	0.6%	i	44	-2%	-4%
Cc1c(C)c2ccc(O[C@@H]3O[C@H](CO)[C@@H](O)[C@H](O)[C@H]3O)c(C)c2oc1=O	.	.	.	1.0%[50 µM]	0.1%	0.8%	i	34	.	.
Cc1cc(C)c2sc(NNC(=O)c3ccc(S(=O)(=O)N4CCc5ccccc5C4)cc3)nc2c1	21%	-9%	1.1	1.9%	?	-0.2%	i	28	3%	3%
CC1CCCC(C)N1C(=O)Cn1c(=O)sc2ccccc21 (stereo not drawn)	0%	6%	1	-4.7%	-0.1%	0.0%	i	34	0%	-6%
O=C(c1ccccc1)c1cc2ccc(O)cc2oc1=O	10%	10%	0.9	0.6%	0.3%	-1.2%	i	31	-8%	-18%
COC(=O)c1cccc(S(=O)(=O)N(Cc2ccco2)Cc2cc3cc(OC)c(OC)cc3[nH]c2=O)c1	2%	7%	1	0.2%	0.0%	0.4%	i	36	5%	10%
CCCCC1(C)OC(=O)C(=Cc2c[nH]c3ccccc23)C(=O)O1 (stereo not drawn)	5%	0%	0.9	0.0%	0.6%	2.1%	i	51	-2%	-16%

(continued)
SMILES	P. falciparum M17LAP	M1AAP inhibition	TNAP activators	UTI89 phage lysis	West Nile virus CPE	RSV antiviral HEp-2	T cell HTS	T cell HTS vesicle-bound %	PMI inhibition	human PMI inhibition
O=C(CSc1nc2ccc([N+](=O)[O-])cc2s1)c1ccc2ccccc2c1	5%	-1%	.	0.3%	-0.1%	.	.	.	.	.
O=C(CSc1nnc(-c2cccnc2)n1Cc1ccccc1)NCc1ccco1	18%	1%	1.1	0.1%	-0.5%	0.0%	i	14	0%	-2%
O=C(N/N=C/c1ccoc1)c1ccccc1	.	.	.	1.8%[50 µM]	0.1%	0.8%	i	66	.	.
O=C(NCCNS(=O)(=O)c1ccccc1Cl)c1cc(OCC(F)(F)F)ccc1OCC(F)(F)F	9%	-3%	1	0.0%	-0.4%	0.5%	i	40	1%	6%
CC1(C)NC(=O)N(CCCCOc2ccc(Cl)cc2)C1=O	10%	2%	1.2	5.9%	-0.8%	4.7%	i	18	-4%	-2%
O=C(O)CCC(CNS(=O)(=O)c1ccccc1)C(F)(F)F (stereo not drawn)	2%	-2%	1.2	-0.2%	-0.2%	1.2%	i	47	-9%	-9%
Cc1cccc(-n2ncc3c(N4CCC5(CC4)OCCO5)ncnc32)c1	0%	-6%	.	-0.2%	0.0%	3.8%	i	40	.	.
CC(=O)Nc1ccc(SCC(=O)N(C)C2CCS(=O)(=O)C2)cc1 (stereo not drawn)	21%	23%	1.1	0.3%	0.6%	3.2%	i	30	13%	12%
COC(=O)c1ccc(-c2ccc(C(=O)N3CCCN(C)CC3)cc2)cc1	-10%	1%	1	.	0.1%	.	.	.	10%	6%

Source: PubChem (several laboratories)
